Screening data as filed in PubChem BioAssay.
TNAP inhibition: inhibition of tissue-nonspecific alkaline phosphatase – biochemical, luminescent (AID 518). purified TNAP enzyme, luminescent substrate readout; higher % means a stronger effect. inhibition, % at 20 µM; hits with a dose series show IC50 in µM. 64,000 tested, 0.09% active; in the data active means a potency from the dose series; inactive means the rest, 99 in 100 with inhibition below about 22%;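 further: plate controls were vehicle for no effect and reference inhibitor for full effect; many of its hits are not listed in these tables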
Bfl-1 displacement: Bfl-1 inhibitors, primary screen, biochemical, fluorescence polarization, FITC-Bid, mouse (AID 432); FITC-Bid BH3 peptide fluorescence polarization displacement; higher % means a stronger effect; one-dose displacement, % at 20 µM; IC50 in µM for titrated hits; 64,000 tested, 0.02% active; in the data active means a potency from the dose series; inactive means the rest, 99 in 100 with displacement below about 15%; further: strong numbers were not always called active
LYP inhibition: inhibition of human PTPN22 tyrosine phosphatase – biochemical, DiFMUP fluorescence, recombinant catalytic domain, 10 µM, primary screen (AID 606). 52,000 tested, under 10 active. recombinant LYP catalytic domain, DiFMUP fluorescence; higher % means a stronger effect. inhibition, % at 10 µM, or IC50 in µM where a hit was titrated;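 active means IC50 under 40 µM in the dose-response test; inactive means IC50 of 40 µM or more, or never dose-tested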
Spn PMK inh: S. pneumoniae PMK inhibition; purified PMK, PK/LDH-coupled NADH absorbance 340 nm; inhibition, % at 10 µM; 65,000 tested, 0.49% active;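 active means top-ranked compounds by inhibition in the single 10 µM screen, taking a fixed number of the strongest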;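 further: 0% = full reaction with DMSO carrier and 100% = background rate without enzyme reaction; no value below 0 was filed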
DPM-DC inhibit: inhibitors of Streptococcus pneumoniae diphosphomevalonate decarboxylase; purified DPM-DC, PK/LDH coupled NADH fluorescence; calls only at 10 µM; 65,000 tested, 0.49% active;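 active means the 320 compounds with the highest percent inhibition in the single-dose primary screen, excluding strongly autofluorescent ones, cut at about 32% in these data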;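 further: kinetic rate of NADH fluorescence loss reporting ADP formed by the decarboxylase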
HPDE-C7K KRASV12: viability loss of HPDE-C7K cells – cell-based, fluorescence, HTS, primary screen (AID 431); HPDE-C7K KRASV12 cells, Alamar Blue viability, 48 h; higher % means a stronger effect; cytotoxicity, % at 10 µM, or EC50 in µM where a hit was titrated; 63,000 tested, 1.7% active;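 active means compounds whose percent cytotoxicity in the single-dose primary screen, scaled between solvent and toxic-drug controls, exceeds 50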;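 further: 0% = DMSO solvent wells and 100% = doxorubicin-treated wells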
Spn MK inh: S. pneumoniae mevalonate kinase inhibition. purified MK, PK/LDH-coupled NADH absorbance 340 nm. inhibition, % at 10 µM. 65,000 tested, 0.48% active;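 active means ranked among the strongest by inhibition in the single 10 µM screen, a fixed top-ranked set picked for dose follow-up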; further: no value below 0 was filed
HPDE-C7 cytotoxicity: HPDE-C7 pancreatic duct cell viability loss – fluorescence, HTS (AID 430); HPDE-C7 pancreatic duct cells viability, fluorescence; higher % means a stronger effect; one-dose cytotoxicity, % at 10 µM; EC50 in µM for titrated hits; 63,000 tested, 1.8% active;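 further: cells exposed to compound for 48 hours before viability readout; 0% = vehicle and 100% = reference cytotoxic drug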
HT1080 viability: cytotoxicity in HT1080 fibrosarcoma cells, cell-based, fluorescence readout (AID 620); 87,000 tested, 0.42% active; cytotoxicity, % at 10 µM, or EC50 in µM where a hit was titrated; HT1080 viability, fluorescence; higher % means a stronger effect;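 further: cells exposed to compound overnight then 4 h with Alamar Blue; 0% = vehicle DMSO and 100% = killing control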
Spn PMK inh pilot replicates: second read-out of Spn PMK inh, no call of its own (marks repeat the call); inhibition, %; measured here: pilot screen replicates
Spn MK inh pilot replicates: recorded beside Spn MK inh, whose call it bears; inhibition, %; measured here: pilot screen replicates
DPM-DC inhibit pilot screen %: also measured in DPM-DC inhibit; calls as there; inhibition, %; measured here: pilot screen trials
The depositor's hits bear a star; i = inactive; . = no result given. Unless noted, no stated cut-off is given here; in the data, active means cytotoxicity above about 50%; inactive means the rest.

SMILES	TNAP inhibition	Bfl-1 displacement	LYP inhibition	Spn PMK inh	DPM-DC inhibit	HPDE-C7K KRASV12	Spn MK inh	HPDE-C7 cytotoxicity	HT1080 viability	others
CCn1c(COc2ccccc2C)nnc1SCC(=O)OC	1%	-3%	.	19	i	6%	0	5%	-3%
Cc1oc(-c2ccccc2F)nc1CN1CCC(C(=O)NCc2ccco2)CC1	-2%	-1%	-3%	5	i	-21%	3	-20%	-3%
CCOC(=O)C1CCN(c2nc3cc(OC)ccc3cc2C#N)CC1	12%	-14%	.	12	i	8%	7	-3%	-18%
COc1cc(-c2nnc(SCc3cccnc3)n2C)cc(OC)c1O	13%	8%	5%	0	i	-16%	2	-28%	-7%
Cc1ccccc1NC(=O)c1ccccc1NC(=O)c1ccco1	10%	-7%	4%	2	i	-9%	0	-10%	-3%
COc1ccccc1OCc1ccc(C(=O)NCc2ccco2)o1	12%	0%	2%	4	i	5%	8	6%	-2%
CCCCCn1c(=S)[nH]c2ncccc2c1=O	12%	-3%	3%	12	i	-1%	9	-12%	13%
Cc1cccc(NC(=O)c2sc3nc(-c4ccc(F)cc4)cn3c2C)n1	7%	-9%	5%	14	.	-6%	8	-17%	0%
COC(=O)c1sc(NC(=O)CSc2nnc(C(C)C)n2C)nc1C	-4%	1%	10%	11	i	-1%	10	-8%	4%
CCOC(=O)N1CCN(S(=O)(=O)c2ccc3c(c2)CCN3C(=O)C2CC2)CC1	-1%	3%	7%	7	i	-7%	10	4%	-4%
CC(C)N1C(=O)C2C(c3ccccc3O)NC(C)(C(=O)O)C2C1=O (stereo unspecified)	-1%	-4%	8%	11	i	-16%	9	-7%	.
O/N=C1/CCc2nonc2/C1=N/O	6%	2%	4%	7	i	-11%	5	-12%	-27%
CCOC(=O)c1cc(=O)n2nc(-c3ccc(C)cc3)nc2s1	6%	6%	.	13	i	-13%	4	-7%	-11%
C/C(N)=N\S(=O)(=O)c1ccc(Cl)cc1	7%	1%	3%	12	i	11%	7	0%	-2%
CC(CCc1ccco1)NC(=O)Cn1ncc2c1-c1ccccc1OC2 (stereo unspecified)	21%	-2%	-1%	0	i	12%	0	8%	0%	Spn PMK inh pilot replicates=4.5;Spn MK inh pilot replicates=4.5;DPM-DC inhibit pilot screen %=3.0

5 records picked at random from those above:
SMILES	TNAP inhibition	Bfl-1 displacement	LYP inhibition	Spn PMK inh	DPM-DC inhibit	HPDE-C7K KRASV12	Spn MK inh	HPDE-C7 cytotoxicity	HT1080 viability	others
CC(CCc1ccco1)NC(=O)Cn1ncc2c1-c1ccccc1OC2 (stereo unspecified)	21%	-2%	-1%	0	i	12%	0	8%	0%	Spn PMK inh pilot replicates=4.5;Spn MK inh pilot replicates=4.5;DPM-DC inhibit pilot screen %=3.0
COc1cc(-c2nnc(SCc3cccnc3)n2C)cc(OC)c1O	13%	8%	5%	0	i	-16%	2	-28%	-7%
CCCCCn1c(=S)[nH]c2ncccc2c1=O	12%	-3%	3%	12	i	-1%	9	-12%	13%
CCOC(=O)N1CCN(S(=O)(=O)c2ccc3c(c2)CCN3C(=O)C2CC2)CC1	-1%	3%	7%	7	i	-7%	10	4%	-4%
Cc1ccccc1NC(=O)c1ccccc1NC(=O)c1ccco1	10%	-7%	4%	2	i	-9%	0	-10%	-3%

Next compounds follow:
SMILES	TNAP inhibition	Bfl-1 displacement	LYP inhibition	Spn PMK inh	DPM-DC inhibit	HPDE-C7K KRASV12	Spn MK inh	HPDE-C7 cytotoxicity	HT1080 viability	others
COc1cc2c(cc1OC)CN(C(=O)COc1ccc(C#N)cc1)CC2	4%	2%	-3%	7	i	-6%	0	-9%	13%	Spn PMK inh pilot replicates=0.0;Spn MK inh pilot replicates=0.0;DPM-DC inhibit pilot screen %=0.0
Cc1nc(S(=O)(=O)N(C)c2ccccc2)c(C#N)c(C)c1Cl	2%	-2%	-6%	14	i	5%	3	-2%	1%
COc1cc2c(cc1OC)C(c1cccnc1)CC(=O)N2 (stereo unspecified)	22%	-6%	16%	6	i	-6%	4	-15%	0%	Spn PMK inh pilot replicates=1.5;Spn MK inh pilot replicates=0.0;DPM-DC inhibit pilot screen %=0.0
C=CCNc1nc(-c2sc(NC(=O)CC)nc2C)cs1	11%	-8%	-6%	0	i	32%	10	18%	6%
O=C(NCCCN1CCN(Cc2ccccc2Cl)CC1)Nc1ccccc1	2%	-5%	2%	4	i	1%	8	-4%	12%
CC(C)CNC(=O)C1CCN(c2ccc(S(=O)(=O)N3CCOCC3)cc2Cl)CC1	4%	5%	12%	10	i	-9%	4	-5%	-20%
COc1ccc(C2=Nn3c(nnc3-c3cccnc3)SC2)cc1OC	15%	4%	-3%	2	i	4%	0	-5%	20%
O=C(CSc1nc(-c2ccco2)cc(C(F)(F)F)n1)N1CCN(Cc2ccccc2)CC1	9%	-5%	14%	2	i	6%	0	6%	-6%
Cn1c(Cn2c(=O)sc3ccccc32)nnc1SCC(=O)NC1CCCC1	4%	5%	10%	4	i	1%	4	5%	-4%
COC(=O)C1=C(C)n2nnnc2NC1c1ccc(Cl)cc1 (stereo unspecified)	6%	-2%	12%	22	i	69%*	6	-3%	32%	Spn PMK inh pilot replicates=0.0;Spn MK inh pilot replicates=0.0;DPM-DC inhibit pilot screen %=0.0
O=C(CCCc1ccccc1)NCc1cn2ccsc2n1	6%	0%	.	0	i	-2%	2	28%	-5%
Cc1ccc(NCc2nnc(SCC(=O)Nc3ncc(C)s3)n2Cc2ccco2)c(C)c1	7%	0%	4%	0	i	-4%	1	2%	-12%
COCCN(C(=O)Cn1nnc2ccccc21)C(C(=O)NC1CCCC1)c1cc(OC)ccc1OC (stereo unspecified)	6%	-5%	7%	21	i	13%	3	-10%	-1%	Spn PMK inh pilot replicates=4.5;Spn MK inh pilot replicates=6.5;DPM-DC inhibit pilot screen %=1.5
O=C(c1cc2ccccc2o1)N1CCCCCC1	8%	-3%	4%	0	i	-1%	3	-4%	-5%
Cn1c(NCc2ccccc2)cc(=O)n(C)c1=O	18%	4%	-1%	0	i	-6%	5	-2%	-1%
Cc1cc(NC(=O)c2ocnc2C)no1	-4%	-3%	.	15	i	-7%	12	-11%	-3%
Cc1ccccc1OCC(O)Cn1c(N2CCN(c3ccccc3)CC2)nc2c1c(=O)[nH]c(=O)n2C (stereo unspecified)	10%	-5%	6%	5	i	79%*	6	83%*	-4%
O=C(Nc1cccnc1)c1noc2c1CCCC2	6%	4%	1%	2	i	0%	7	-2%	0%
CN(C)c1ccc(CNCCC2(O)CCOC(C)(C)C2)cc1 (stereo unspecified)	14%	1%	10%	61*	i	-11%	41*	-24%	-2%	Spn PMK inh pilot replicates=0.5*;Spn MK inh pilot replicates=3.0*;DPM-DC inhibit pilot screen %=0.0
O=C(O)CCCC(=O)Nc1ccc(N2CCCC2)cc1	10%	-5%	.	16	i	-12%	10	-25%	2%
COc1ccc(OC)c(NS(=O)(=O)c2ccc3c(c2)n(C)c(=O)n3C)c1	10%	0%	11%	0	i	.	4	.	-7%
N[C@@H](Cc1ccccc1)c1nnc(SCc2ccccc2F)o1	-2%	-3%	.	3	i	-5%	13	-5%	6%
CCOC(=O)CSc1nc(-c2ccc3c(c2)OCO3)ccc1C#N	12%	0%	-4%	4	.	2%	7	1%	12%
COc1ccccc1CC(=O)NCC1CCCO1 (stereo unspecified)	8%	-7%	.	0	i	-2%	5	-14%	-2%	Spn PMK inh pilot replicates=4.0;Spn MK inh pilot replicates=0.0;DPM-DC inhibit pilot screen %=1.0
O=C(Cc1c[nH]c2ccccc12)NCc1ccc2c(c1)OCO2	4%	-8%	.	6	i	-10%	0	-7%	2%
Cc1cccc(C(=O)Nc2ccccc2C(=O)OCc2c(C)noc2C)c1	16%	-5%	.	20	i	7%	42*	-3%	.

Filtered by structure: those above with a Cl atom.
SMILES	TNAP inhibition	Bfl-1 displacement	LYP inhibition	Spn PMK inh	DPM-DC inhibit	HPDE-C7K KRASV12	Spn MK inh	HPDE-C7 cytotoxicity	HT1080 viability	others
C/C(N)=N\S(=O)(=O)c1ccc(Cl)cc1	7%	1%	3%	12	i	11%	7	0%	-2%
Cc1nc(S(=O)(=O)N(C)c2ccccc2)c(C#N)c(C)c1Cl	2%	-2%	-6%	14	i	5%	3	-2%	1%
O=C(NCCCN1CCN(Cc2ccccc2Cl)CC1)Nc1ccccc1	2%	-5%	2%	4	i	1%	8	-4%	12%
CC(C)CNC(=O)C1CCN(c2ccc(S(=O)(=O)N3CCOCC3)cc2Cl)CC1	4%	5%	12%	10	i	-9%	4	-5%	-20%
COC(=O)C1=C(C)n2nnnc2NC1c1ccc(Cl)cc1 (stereo unspecified)	6%	-2%	12%	22	i	69%*	6	-3%	32%	Spn PMK inh pilot replicates=0.0;Spn MK inh pilot replicates=0.0;DPM-DC inhibit pilot screen %=0.0
